Assay outcomes deposited in PubChem BioAssay by several laboratories.
NPY-Y1 PAM-ag – potentiators or agonists of human neuropeptide Y receptor Y1; NPY-Y1 expressing cells, potentiator/agonist activation; activation, % at 3.6 µM; 0.37% of 220,000 active; AID 1304; in the data active = activation above about 33%, passing the limit was not always enough;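 also: cells stimulated with NPY at EC10 then isoproterenol at EC100; 0% = low agonist plus stimulus and 100% = saturating agonist plus stimulus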
Target sequence (P25929 whole entry, looked up): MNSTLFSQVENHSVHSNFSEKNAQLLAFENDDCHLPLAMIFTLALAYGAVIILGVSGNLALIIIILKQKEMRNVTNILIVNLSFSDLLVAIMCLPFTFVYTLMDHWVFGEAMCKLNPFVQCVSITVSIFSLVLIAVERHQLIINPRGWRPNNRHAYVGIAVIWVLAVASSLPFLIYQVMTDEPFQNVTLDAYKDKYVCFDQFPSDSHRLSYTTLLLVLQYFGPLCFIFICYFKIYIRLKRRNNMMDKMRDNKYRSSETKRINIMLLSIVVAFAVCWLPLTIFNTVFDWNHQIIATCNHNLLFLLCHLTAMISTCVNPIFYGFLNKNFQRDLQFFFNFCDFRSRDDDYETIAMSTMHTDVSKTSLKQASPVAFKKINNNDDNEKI
eIF4E-4G inh – blocks eIF4E binding to eIF4G. P63073+Q04637. TR-FRET eIF4E-eIF4GI(517-606) binding, 2 h. inhibition, % at 21.7 µM. 0.37% of 220,000 active. AID 782;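 active = inhibition above about 30%, limit read from the data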;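 also: 0% = full FRET control wells and 100% = background wells lacking eIF4GI fragment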
NPY-Y2 PAM-ag – potentiates or activates human NPY-Y2 receptor. P49146. cells expressing NPY-Y2, potentiator/agonist read-out. activation, % at 3.6 µM. 0.45% of 220,000 active. AID 1359; in the data active = activation above about 27%;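 also: cells stimulated with NPY near EC25 plus isoproterenol at EC100; 0% = vehicle plus submaximal agonist and 100% = vehicle plus saturating agonist; some results beyond the cut were filed as inactive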
EP2 mod – modulators of human EP2 prostaglandin E2 receptor. 0.83% of 260,000 active. induction, % at 25 µM. EP2-expressing cells, cAMP HTRF FRET, PGE2 co-stimulation. AID 940. P43116;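 active = compounds whose cAMP rise, as percent of the full-agonist control response, exceeds 60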;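 also: rat C6 glioma line stably carrying human EP2 under a CMV promoter; the protocol text gives 20 µM as final concentration; 100% = response of wells given 1 µM PGE2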
Target sequence (P43116 whole entry, looked up): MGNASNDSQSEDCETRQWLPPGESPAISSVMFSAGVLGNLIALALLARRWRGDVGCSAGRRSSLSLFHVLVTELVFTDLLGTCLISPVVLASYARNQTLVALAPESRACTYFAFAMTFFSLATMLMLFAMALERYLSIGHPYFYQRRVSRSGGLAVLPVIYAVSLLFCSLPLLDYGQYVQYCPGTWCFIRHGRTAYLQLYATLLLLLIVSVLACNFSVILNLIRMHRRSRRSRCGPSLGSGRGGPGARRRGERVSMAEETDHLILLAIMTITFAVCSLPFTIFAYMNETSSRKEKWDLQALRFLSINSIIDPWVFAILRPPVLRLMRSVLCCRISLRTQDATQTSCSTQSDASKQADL
S1P4 antag – antagonists of human S1P4 receptor. O95977. S1P4-expressing cells, antagonist mode, reporter read-out. inhibition, % at 4.98 µM. 0.26% of 220,000 active. AID 1510; in the data active = inhibition above about 29%;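 also: 0% = wells stimulated with agonist and 100% = vehicle wells without agonist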
p97 ATPase inh – inhibitors of human p97 ATPase; recombinant p97 ATPase, Kinase-Glo ATP luminescence, 3 h; P55072; inhibition, % at 8 µM; 0.42% of 220,000 active; in the data active = inhibition above about 15%;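 also: 0% = DMSO vehicle and 100% = wells lacking enzyme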
S1P4 agonist – human S1P4 receptor agonism | 0.35% of 220,000 active | activation, % at 4.98 µM | S1P4-expressing cell line, agonist reporter assay | O95977 | AID 1509; in the data active = activation above about 11%;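 also: 0% = DMSO vehicle and 100% = reference agonist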
EP2 antag – inhibitors of human EP2 prostaglandin E2 receptor | C6 glioma cells expressing human EP2, cAMP TR-FRET; cells stimulated with saturating PGE2 | 0.52% of 260,000 active | AID 1422 | inhibition, % at 25 µM;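 active = percent inhibition above 40 after rounding to a whole number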;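 also: rat C6 glioma host cells with rolipram phosphodiesterase inhibitor present; the protocol text gives 20 µM as final concentration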
NPY-Y1 antag – blocks the human neuropeptide Y Y1 receptor. P25929. HEK293-CNG Y1 cells, membrane potential fluorescence; NPY at EC95, then isoproterenol. inhibition, % at 3.6 µM. 1% of 200,000 active;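 active = inhibition above the campaign mean inhibition of all tested compounds plus 3 SD, cut at about 20% in these data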;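 also: 0% = DMSO wells given NPY plus isoproterenol and 100% = isoproterenol alone without NPY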
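Assay system: HEK293 cells with Y1 receptor plus CNG channel | Probe or stimulus: NPY (25 nM), isoproterenol (1 µM), Ro 20-1724 (25 µM) | Timing: Compound incubation 1 h at room temperature, readout 45 min post-stimulation | Measured by: Membrane-potential fluorescent dye readout | Benchmarks: High control isoproterenol alone, low control NPY with isoproterenol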
* hit, by the source's call; . = not tested or not shown; & = joins results of further samples; [ ] = dose if it differs, or a comment.

Each structure is followed by: NPY-Y1 PAM-ag	eIF4E-4G inh	NPY-Y2 PAM-ag	EP2 mod	S1P4 antag	p97 ATPase inh	S1P4 agonist	EP2 antag	NPY-Y1 antag
- CCCc1ccc(/C=C2\C(=O)c3ccccc3C(O)=C2C(=O)OCC)cc1
    -19	3	-6	41	8	6	-0.1	7	5
- CN(CC(=O)Nc1sccc1C#N)Cc1ccccc1
    4	3	-2	33	-9	1	0.0	15	1
- O=C(CC1CCCCC1)NCc1ccco1
    -1	1	-1	-2	-5	1	2.9	10	-2
- O=S1(=O)N=C(Nc2nc3c(s2)CCCC3)c2ccccc21
    -11	2	2	8	-19	-6	-0.1	19	1
- CCOC(=O)C1=NN(c2ccccc2)C(c2ccccc2)CC1=O (stereo unspecified)
    3	-1[fluorescence artefact?]	-3	31	-12	-1	-2.8	1	4
- Cn1ncc(N=Cc2ccccc2)c1C(=O)Nc1cccc(Cl)c1
    -17	-17	0	54	-21	3	0.6	.	-4
- O=C1NC(c2ccncc2)C(C(=O)c2cccs2)C(O)(C(F)(F)F)N1 (stereo unspecified)
    22	10	-8	-5	-16	2	0.8	1	-5
- COc1cc2c(cc1OC)C(c1ccccc1)N(C(=O)CCl)CC2 (stereo unspecified)
    -14	-6	-9	-1	-12	3	-2.1	10	-5
- S=C1NC[C@H](CC2CCCCC2)N1CC1CCCCC1
    2	2	19	60	-12	1	2.2	14	0
- CCOc1ccc2c(c1)C(N(CCN1CCOCC1)C(=S)Nc1ccccc1OC)CC(C)(C)O2 (stereo unspecified)
    3	-6	4	36	3	-1	-2.2	5	-1
- Cc1c(N(C(=O)CNC(=O)c2ccccc2)C2(C(=O)NC3CCCCC3)CCCCC2)c(=O)n(-c2ccccc2)n1C
    -9	-2	0	14	0	1	0.9	2	18
- Cc1ccc(Nc2nc(N3CCN(C)CC3)nc(N)c2[N+](=O)[O-])cc1C
    -10	-6	1	-2	-14	3	4.6	9	4
- CC(=O)N(c1ccccc1)C1SC(=O)N(c2ccccc2)C1=O (stereo unspecified)
    9	-5[fluorescence artefact?]	8	11	19	4	2.0	3	4
- Cc1ccc(-c2nc(Nc3cccc(C)c3)sc2CC(=O)O)cc1
    6	-1	1	-19	5	8	0.4	8	-4
- Cc1ccccc1NC(=O)c1sc2nc[nH]c(=O)c2c1C
    -20	-11	-23	-18	-5	-2	1.6	6	6
- O=C(Cn1c(=O)oc2cc(S(=O)(=O)N3CCCC3)ccc21)N1CCN(C2CCCCC2)CC1
    6	-3	-24	19	-5	0	3.8	9	-3
- O=C(CNC(=O)c1ccccc1F)N/N=C/c1cc(Br)ccc1OCc1ccccc1
    -35	-4	-11	18	-7	1	4.3	9	7
- Cc1cc([N+](=O)[O-])c(C)cc1-c1ccc(/C=N/NC(=O)Cn2nnnc2N)o1
    -3	22	-1	-26	11	3	-0.5	3	-5
- CN(C)CC(=O)N1CCc2ccccc2C1
    -20	0	3	23	-12	1	-1.0	8	-4
- Cc1nccc2[nH]c(=O)c(C(=O)NCCCN(C)C3CCCCC3)cc12
    14	5	2	16	-1	6	-0.7	-1	-7
- Cc1cc(OCc2nc(-c3cccs3)no2)cc(C)c1Cl
    -37	1	-22	41	-22	-9	0.6	8	9
- O=C(Oc1nsnc1N1CCOCC1)N(c1ccccc1)c1ccccc1
    -8	0	19	31	-7	-1	2.6	3	-3
- Cc1ccc(NC(=S)N(CCN2CCOCC2)Cc2ccccc2F)cc1Cl
    -13	2	-3	19	13	-1	0.7	3	-2
- COc1cccc(C2=CC(c3ccc(C)cc3)n3ncnc3N2)c1 (stereo unspecified)
    -7	0	-8	-14	5	6	-0.5	7	3
- N#CC1=C(SCC(=O)NC2CCCCC2)NC(=O)CC1c1ccco1 (stereo unspecified)
    9	3[fluorescence artefact?]	11	21	-15	2	-0.6	9	4
- Cc1ccnc(Sc2ccc([N+](=O)[O-])cc2[N+](=O)[O-])n1
    15	2[fluorescence artefact?]	10	-5	-5	16*	0.4	4	-2
- O=C(NCc1cc(C(F)(F)F)cc(C(F)(F)F)c1)C12CN(Cc3ccccc3)CC1C(c1cccc([N+](=O)[O-])c1)=NO2 (stereo unspecified)
    18	-9	10	-1	-19	9	0.7	15	3
- C=CCNC(=O)c1ccc(Cn2cc(C(F)(F)F)ccc2=O)cc1
    13	0	1	25	-16	2	0.6	5	7
- Cn1cc([N+](=O)[O-])c(C(=O)N/N=C/c2ccc([N+](=O)[O-])cc2)n1
    0	-1[fluorescence artefact?]	-2	0	-6	0	1.4	5	1
- CN1CC2(Cc3c1ccc1ccccc31)C(=O)OC(C)(C)OC2=O
    -9	2	-10	20	0	6	0.9	10	1

Later entries:
Each structure is followed by: NPY-Y1 PAM-ag	eIF4E-4G inh	NPY-Y2 PAM-ag	EP2 mod	S1P4 antag	p97 ATPase inh	S1P4 agonist	EP2 antag	NPY-Y1 antag
- COc1ccc(Cn2nnnc2C(C(C)C)N2CCc3ccccc32)cc1 (stereo unspecified)
    -4	22	-12	27	18	-2	-0.6	0	8
- CC1=NNC(=O)C1CC(=O)N/N=C/c1ccncc1 (stereo unspecified)
    12	0	-29	4	-6	7	-1.7	8	.
- Cc1ccc(CC(=O)O/N=C(\N)c2cccc([N+](=O)[O-])c2)cc1
    -15	-2	0	-23	-1	3	1.7	7	5
- Cc1ccc2c(c1)c1ncnc(N3CCOCC3)c1n2C
    -12	.	-2	.	-9	0	-2.1	.	-3
- O=C(NCc1ccco1)C1CCN(S(=O)(=O)Cc2ccccc2)CC1
    -18	3	-5	-25	-11	-3	1.9	9	-1
- CS(=O)(=O)N1CCN(C(=O)NC2CCCCC2)CC1
    7	-3	-4	3	5	2	1.4	1	3
- CCOC(=O)c1sc(NC(=O)CSc2nc(C)cc(-c3ccccc3)n2)c(C#N)c1C
    16	-5	-7	1	8	6	0.4	7	3
- C=C(C)CNC(=S)Nc1sc2c(c1C(=O)OCC)CC(C)(C)OC2
    -23	5	1	32	-7	0	1.1	13	3
- O=C(CCCOc1ccccc1)NCCc1ccccc1
    -24	6	-12	-31	-5	4	1.4	8	4
- COCCn1c(C)cc(C2=NNC(=Nc3ccc(Cl)cc3Cl)SC2)c1C
    -8	-10[fluorescence artefact?]	4	-28	-1	4	1.6	5	7
- CC(C)(C)Nc1nc(SCC(=O)Nc2ccccc2)nc(N2CCOCC2)n1
    -1	1	-14	-22	-9	2	-0.4	0	2
- Cc1ccnc(NC2(C(F)(F)F)N=C(c3ccccc3)NC2=O)c1 (stereo unspecified)
    -15	0	-2	32	-5	-8	-3.7	6	1
- Cc1nc(N)sc1N=Nc1ccc(Br)cc1
    16	2[fluorescence artefact?]	16	-11	6	-2	1.6	19	-5
- CC(C)(C)n1nnnc1C(c1ccc(Cl)cc1)N1CCCc2ccccc21 (stereo unspecified)
    2	8	-1	43	-11	3	0.0	3	1
- Cc1ccc2c(c1)c1c(n2CC(O)Cn2ccnc2C)C(=O)CCC1 (stereo unspecified)
    -14	4	1	-9	6	4	-0.1	12	6
- COc1cc2c(cc1NC(=O)c1ccncc1)oc1ccccc12
    -22	4	-8	31	-7	-5	4.8	5	1
- Cc1cccc(OCCCCNCc2ccccc2)c1
    -10	5	1	19	-25	0	1.8	10	1
- COCCN1C(=O)N[C@@H](c2ccccc2)C(C(=O)OC)=C1C
    20	-5	1	2	-9	10	0.4	8	-6
- CS(=O)(=O)N(Cc1ccc(C(=O)NCCSCc2ccco2)cc1)c1ccccc1
    -11	-7	-7	-11	8	2	0.6	6	4
- CCOC(=O)C(NC(=O)OC(C)C)(Nc1nccs1)C(F)(F)F (stereo unspecified)
    -8	2[fluorescence artefact?]	-3	3	12	4	0.1	21	0
- O=C(N/N=C/c1c(Cl)cccc1Cl)c1ccc(F)cc1
    -6	2	-7	0	6	1	-1.4	5	-1
- Cc1cccc(C(C)Nc2ccc([N+](=O)[O-])cn2)c1 (stereo unspecified)
    7	8	4	-26	-5	1	0.9	10	1
- FC(F)(F)COc1ccc(-c2nnc(SCc3c(Cl)cccc3Cl)o2)cn1
    -11	-1	5	46	0	5	0.5	9	.
- Cc1nn(-c2ccccc2)c(C)c1C1C(C#N)=C(N)Oc2n[nH]c(C)c21 (stereo unspecified)
    -9	2	3	9	1	4	-0.2	13	6
- CC(C)(C)OC(=O)N1Cc2ccccc2C[C@H]1C(=O)O
    -5	0[fluorescence artefact?]	-6	-8	1	-1	-0.3	10	5
- CCOC(=O)COc1c(OC)cc(Cl)cc1C1Nc2ccccc2C(=O)N1c1ccccc1 (stereo unspecified)
    -6	1	-1	51	-34	6	-2.7	3	2
- c1ccc(CCNc2nc3ccccc3n3nnnc23)cc1
    -10	0	-2	17	-11	2	-0.2	.	-2
- O=C(COc1ccccc1[N+](=O)[O-])N/N=C/c1ccc[nH]1
    25	-10	11	-19	0	2	-1.1	10	.
- CC(C)(C)c1ccc(C(=O)Cn2nc(C(=O)O)c3ccccc3c2=O)cc1
    -39	2	-28	1	4	-5	0.2	9	.
- Cc1nc(SCC(=O)c2ccccc2)[nH]c(=O)c1Oc1ccc(Cl)cc1
    -36	-5	-53	-8	5	-12	1.6	12	.

Record cards, as listed above:
Results for COc1cc2c(cc1NC(=O)c1ccncc1)oc1ccccc12 → NPY-Y1 PAM-ag: -22; eIF4E-4G inh: 4; NPY-Y2 PAM-ag: -8; EP2 mod: 31; S1P4 antag: -7; p97 ATPase inh: -5; S1P4 agonist: 4.8; EP2 antag: 5; NPY-Y1 antag: 1
Results for COc1ccc(Cn2nnnc2C(C(C)C)N2CCc3ccccc32)cc1 (stereo unspecified) → NPY-Y1 PAM-ag: -4; eIF4E-4G inh: 22; NPY-Y2 PAM-ag: -12; EP2 mod: 27; S1P4 antag: 18; p97 ATPase inh: -2; S1P4 agonist: -0.6; EP2 antag: 0; NPY-Y1 antag: 8

Additional entries:
Each structure is followed by: NPY-Y1 PAM-ag	eIF4E-4G inh	NPY-Y2 PAM-ag	EP2 mod	S1P4 antag	p97 ATPase inh	S1P4 agonist	EP2 antag	NPY-Y1 antag
- c1ccc(CSc2nnc(-c3ccco3)o2)cc1
    6	-3	1	-4	-24	-1	2.9	5	.
- COc1ccc(NC(=O)C(c2ccc(OC)cc2)N(C)C(=O)c2cnccn2)cc1 (stereo unspecified)
    1	-3[fluorescence artefact?]	2	17	-22	3	0.2	13	-1
- Cc1c(C(c2cc3c(cc2Br)OCO3)c2c(C)n(C)n(-c3ccccc3)c2=O)c(=O)n(-c2ccccc2)n1C
    13	5	-15	14	0	3	-0.4	.	29*
- COc1cc(OC)cc(C(=O)NCC(=O)OCc2csc(-c3ccccc3)n2)c1
    -25	-6[fluorescence artefact?]	-15	-47	3	-4	0.2	5	1
- NN(CCO)C(=S)Nc1ccc(Cl)cc1
    -1	-6	3	-10	-7	1	1.1	10	-7
- Cc1nnc(N/N=C/c2ccc(-c3ccccc3F)o2)n1N
    -21	-1	-12	-12	-9	4	-0.5	10	4
- CCOC(=O)N1CCN(S(=O)(=O)c2cc(OCC(N)=O)c(C)cc2Cl)CC1
    -20	6[fluorescence artefact?]	-6	11	-5	2	1.0	8	3
- O=C(O)C1CCC(=O)N1Cc1ccc(F)cc1 (stereo unspecified)
    -11	6	2	-4	11	4	0.1	7	1
- Nc1nc(NCCCN2CCOCC2)nc(Nc2ccc(Cl)cc2)c1[N+](=O)[O-]
    7	9	4	-38	-13	-5	0.9	3	.
- C=CCN1C(=NC(=O)CCCC(=O)O)SC2CS(=O)(=O)CC21 (stereo unspecified)
    -2	3	0	11	4	1	2.2	10	-3
- O=C(Cn1cc(C(=O)c2ccco2)c2ccccc21)NC1CCCC1
    14	1	5	9&-56	-15	1	0.1	5&14	4

A portion of the library, so the mix of outcomes need not match the whole.
